Screening data from PubChem BioAssay.
5-HT1A blocker: antagonists of human 5-HT1a serotonin receptor; CHO 5-HT1a Ga15 NFAT-bla reporter, antagonist mode; inhibition, % at 10 µM; actives 0.68% (n = 62,000);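 active = inhibition above the mean of all tested compounds plus 3 SD, cut at about 43% in these data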;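 also: receptor stimulated by 5-CT agonist at 100 nM near EC80; beta-lactamase reporter measured by ratiometric fluorescence of a cleavable substrate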
S1P3 ag: agonists of human S1P3 receptor | S1P3 NFAT-BLA reporter cells, agonism, FRET ratio; relative to 1 µM S1P, basal subtracted | activation, % at 4.5 µM | actives 0.1% (n = 60,000) | Q99500;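 active = activation above the screen-wide mean plus 3 SD, cut at about 4.5% in these data, passing the limit was not always enough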; also: some compounds called inactive have numbers as strong as hits
Target sequence (Q99500 whole entry, looked up): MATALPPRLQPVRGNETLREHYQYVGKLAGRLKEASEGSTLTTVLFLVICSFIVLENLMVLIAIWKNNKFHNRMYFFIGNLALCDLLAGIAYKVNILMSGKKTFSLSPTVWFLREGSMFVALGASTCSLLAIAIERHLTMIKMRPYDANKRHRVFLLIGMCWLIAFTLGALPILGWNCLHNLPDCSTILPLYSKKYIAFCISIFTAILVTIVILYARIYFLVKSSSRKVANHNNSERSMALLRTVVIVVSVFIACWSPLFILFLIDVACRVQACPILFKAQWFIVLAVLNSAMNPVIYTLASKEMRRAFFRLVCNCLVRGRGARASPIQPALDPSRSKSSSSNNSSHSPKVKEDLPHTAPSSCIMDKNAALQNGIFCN
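Material: Human S1P3 NFAT-BLA reporter CHO cells | Incubation: Overnight plating, 4 h compound 37 °C, 2 h substrate RT | Signal: FRET β-lactamase substrate fluorescence, excitation 405 nm, 460/535 nm emission ratio, background-subtracted | Compound: 4.5 µM final, single dose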
5HT1a ag: agonists of human 5-HT1a serotonin receptor; activation, % at 10 µM; CHO 5-HT1a Ga15 NFAT-bla reporter, FRET ratio; 0% basal, 100% maximal reference agonist; P08908; actives 0.56% (n = 65,000); AID 567;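 active = activation above the screen-wide mean activation plus 3 SD, cut at about 19% in these data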;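 also: 0% = DMSO wells and 100% = 5-CT at EC100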
M1 antagonist: M1 muscarinic receptor (rat) antagonism | P08482 | CHO-M1 cells, Fluo-4 calcium, ACh EC80 antagonist mode; hits give low values | B-score at 10 µM | actives 3.4% (n = 64,000);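 active = calcium fluorescence response, raw or row-and-column corrected B-score, differing from the plate sample mean either way at a set confidence level, mostly lower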
Jurkat viability: cytotoxicity toward Jurkat cells; Jurkat E6.1 viability, ATP luminescence, 48 h; inhibition, % at 4 µM; actives 1.2% (n = 56,000);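 active = inhibition above the mean inhibition of all tested compounds plus 3 SD, cut at about 28% in these data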
5HT1E antag: blocks the human 5-HT1E serotonin receptor; AID 571; CHO 5-HT1E Ga15 NFAT-bla reporter, FRET, antagonist; actives 0.99% (n = 65,000); inhibition, % at 6 µM;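 active = inhibition above a set limit, the mean inhibition across every tested compound plus 3 SD, cut at about 29% in these data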;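 also: signal is the 460 over 535 nm emission ratio of beta-lactamase substrate; 0% = agonist plus DMSO wells and 100% = wells without agonist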
Target sequence (P28566 whole entry, looked up): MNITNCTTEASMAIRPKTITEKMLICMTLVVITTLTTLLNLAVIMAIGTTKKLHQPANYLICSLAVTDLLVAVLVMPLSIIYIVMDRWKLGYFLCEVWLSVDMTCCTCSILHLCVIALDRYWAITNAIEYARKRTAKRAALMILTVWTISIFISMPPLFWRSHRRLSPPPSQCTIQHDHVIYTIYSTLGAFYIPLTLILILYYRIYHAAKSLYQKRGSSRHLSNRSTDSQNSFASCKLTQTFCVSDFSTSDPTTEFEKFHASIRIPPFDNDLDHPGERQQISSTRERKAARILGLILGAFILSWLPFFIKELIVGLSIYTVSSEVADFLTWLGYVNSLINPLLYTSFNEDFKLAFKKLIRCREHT
M1 ag: M1 muscarinic receptor agonism; CHO-M1 cells, Fluo-4 calcium fluorescence, agonist mode; hits give high values; B-score at 10 µM; actives 3% (n = 64,000); AID 626;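 active = fluorescence rise, raw or as B-score row- and column-corrected plate score, outside the 99.7% band of its plate's samples, either direction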
S1P1 ag pot: activates or potentiates agonism at human S1P1 receptor | actives 0.57% (n = 56,000) | P21453 | S1P1 CRE-bla cells, forskolin, beta-lactamase FRET, potentiator mode; S1P1 agonist co-added at EC20, 2 nM; 100% = saturating reference agonist, 0% = basal | AID 449 | activation, % at 9.5 µM;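 active = activation above a cutoff set at the mean activation of all tested compounds plus 3 SD, cut at about 54% in these data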;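 also: forskolin at 4 µM as EC80 and the EC20 agonist is SEW2871; 100% = SEW2871 at its EC100 plus forskolin at EC80; some compounds past the cut are filed as inactive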
5HT1E ag: agonists of human 5-HT1E serotonin receptor | P28566 | actives 0.69% (n = 65,000) | CHO 5-HT1E Ga15 NFAT-bla reporter, FRET; 0% DMSO wells, 100% control agonist wells | activation, % at 6 µM;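 active = activation above a set limit, the screen-wide mean activation plus 3 SD, cut at about 8.5% in these data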;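 also: 100% = positive control agonist at 1 µM giving full maximal response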
* hit, by the source's call; · = no result given.

smiles | 5-HT1A blocker | S1P3 ag | 5HT1a ag | M1 antagonist | Jurkat viability | 5HT1E antag | M1 ag | S1P1 ag pot | 5HT1E ag
Cc1ccc(-n2nnc3c(SCC(=O)N4CCN(c5ccccc5)CC4)ncnc32)cc1 | -8 | · | -0.2 | -0.37 | · | -1 | -0.0017 | · | 0.7
CNS(=O)(=O)c1cccc(C(=O)OCC(=O)Nc2ccccc2OC(F)F)c1 | 9 | 0.0 | -1.0 | 0.07 | 1 | 9 | 0.61 | 6 | 0.7
Cc1onc(-c2ccccc2)c1C(N)=O | -5 | 5.2 | -3.6 | 0.059 | 0 | 2 | 0.56 | 4 | 0.1
COc1ccc(NC(=O)CN2CCN(CC(=O)Nc3cc(OC)cc(OC)c3)CC2)cc1 | -17 | -0.5 | -3.7 | 0.78 | 5 | -4 | -0.82 | -39 | 1.0
CCOC(=O)N1CCN(C(=O)CN(c2cc(Cl)ccc2OC)S(=O)(=O)c2ccccc2)CC1 | -2 | -0.9 | -0.2 | -0.13 | 0 | 16 | -0.043 | 4 | -0.8
CCN(CC)c1nc(N2CCOCC2)c(C#N)c2c1CN(C)CC2 | · | -2.1 | 1.7 | -0.34 | · | 5 | 1.2 | -24 | 52*
O=C1CC(c2ccco2)=Nc2ccccc2N1 | -5 | -0.6 | -5.2 | -0.34 | -1 | 7 | 0.19 | 1 | -0.6
COc1ccc(CN2CCN(C(=O)c3ccco3)CC2)cc1OCc1ccccc1 | -13 | -1.0 | -4.4 | -0.6 | 8 | 1 | 0.42 | -14 | -0.6
COC(=O)c1ccc(NC(=O)CSc2nnc(CNc3ccc(OC)cc3)n2C)cc1 | -3 | -0.8 | -0.7 | -1.9 | 7 | 15 | 0.026 | 4 | -1.1
CCOc1ccc(C(=O)N(C)C2CCS(=O)(=O)C2)cc1 (configuration not stated) | 0 | -0.8 | 0.2 | -0.036 | -2 | -2 | -0.74 | · | -0.7
O=C(CSc1nnc(-c2ccco2)n1-c1ccccc1)N1CCOCC1 | -9 | 0.5 | -0.1 | 0.11 | -6 | -5 | -1 | -15 | -0.3
CCCCn1c(SCC(=O)NCc2ccco2)nc2ccc(N3CCOCC3)cc2c1=O | -7 | · | -0.4 | -0.43 | · | 2 | 0.32 | · | -0.4
CCCCNC(=O)CSc1nnc(NC(C)=O)s1 | -14 | -1.2 | -1.7 | -0.27 | 5 | -1 | 0.066 | -27 | 0.8
COC(=O)c1cc(C(=O)CSc2nc(C)cc(C)n2)ccc1O | -3 | -0.9 | -2.9 | -0.4 | 2 | -6 | -0.0041 | -13 | 0.0
CCC1Oc2ccccc2N(CC(=O)NCCCN2CCN(Cc3ccccc3)CC2)C1=O (configuration not stated) | 0 | -1.1 | -0.7 | -1.1 | -4 | -2 | 0.019 | 6 | 0.3
COc1ccc(-c2nnc(SCc3ncc(-c4ccccc4)o3)o2)cc1 | 9 | -0.3 | 0.9 | 0.44 | 11 | 4 | -0.87 | 48 | 0.2
CCCCCOC(=O)Cn1c(SCC(=O)Nc2ccccc2)nc2c1c(=O)[nH]c(=O)n2C | -7 | 0.8 | -0.8 | -1.1 | -2 | 2 | -0.35 | -1 | 9.7*
COc1ccc2[nH]c(=O)c(CN(Cc3cccs3)Cc3nnnn3C(C)(C)C)cc2c1 | 8 | -0.6 | 4.7 | -0.59 | 1 | -6 | -0.34 | 2 | 0.9
O=C(NC1=NC2CCCCC2N1)c1ccccc1 (configuration not stated) | -2 | -1.6 | -1.1 | 0.16 | 10 | 7 | 0.053 | -3 | -0.2
C=CCN1CC2CC3(COc4cc(C)cc(C)c4)C=CC2(O3)C1=O (configuration not stated) | 10 | -0.8 | -4.9 | 0.15 | 2 | 7 | 0.8 | 6 | 1.3
O=C(O)c1ccc(CSCc2ccccc2F)o1 | -6 | -0.3 | -2.4 | -1.1 | 6 | -9 | 6.8* | -8 | 0.5
CCCS(=O)(=O)c1c(S(=O)(=O)CCC)c2cc(CC)ccn2c1C(=O)OC | 6 | -1.2 | 0.8 | 0.18 | 15 | 17 | -0.41 | -13 | 0.0
CCCCOc1ccc(NC(=O)C2CC=CCC2C(=O)O)cc1 (configuration not stated) | -4 | -0.1 | 1.2 | 0.038 | -4 | 1 | 4.7 | -13 | -0.6
COc1ccc(N(CC(=O)Nc2ccc3c(c2)OCO3)S(C)(=O)=O)c(OC)c1 | 2 | -0.3 | 1.3 | -0.066 | 8 | -4 | -1 | · | -0.9
O=C(COC(=O)c1ccccc1Oc1ccccc1)NC1CCS(=O)(=O)C1 (configuration not stated) | -14 | 0.8 | 0.3 | -1.5* | -7 | 4 | 0.053 | 10 | -0.3
COC(=O)Cc1[nH]nc2c1C(C1C=CCCC1)C(C#N)=C(N)O2 (configuration not stated) | -1 | -0.3 | 1.5 | -0.41 | 3 | 11 | -0.013 | 15 | 0.0
Cc1ccnc(NS(=O)(=O)c2ccc(NC(=O)C3CCCCC3)cc2)n1 | -7 | -0.7 | 2.5 | -0.49 | -1 | -2 | 0.15 | -11 | 0.1
COC(=O)[C@H](C)NC(=O)Nc1ccc(C)c(C)c1 | 0 | 0.8 | -2.7 | -0.49 | 0 | -16 | -0.53 | -8 | 1.0
Cc1ccc(S(=O)(=O)c2cc3c(=O)n4ccccc4nc3n(Cc3ccco3)c2=N)cc1 | -2 | · | 7.6 | 0.052 | · | 13 | -2.4* | · | 2.8

6 entries drawn at random from those above:
smiles | 5-HT1A blocker | S1P3 ag | 5HT1a ag | M1 antagonist | Jurkat viability | 5HT1E antag | M1 ag | S1P1 ag pot | 5HT1E ag
O=C1CC(c2ccco2)=Nc2ccccc2N1 | -5 | -0.6 | -5.2 | -0.34 | -1 | 7 | 0.19 | 1 | -0.6
CCOc1ccc(C(=O)N(C)C2CCS(=O)(=O)C2)cc1 (configuration not stated) | 0 | -0.8 | 0.2 | -0.036 | -2 | -2 | -0.74 | · | -0.7
COc1ccc2[nH]c(=O)c(CN(Cc3cccs3)Cc3nnnn3C(C)(C)C)cc2c1 | 8 | -0.6 | 4.7 | -0.59 | 1 | -6 | -0.34 | 2 | 0.9
O=C(COC(=O)c1ccccc1Oc1ccccc1)NC1CCS(=O)(=O)C1 (configuration not stated) | -14 | 0.8 | 0.3 | -1.5* | -7 | 4 | 0.053 | 10 | -0.3
Cc1ccc(S(=O)(=O)c2cc3c(=O)n4ccccc4nc3n(Cc3ccco3)c2=N)cc1 | -2 | · | 7.6 | 0.052 | · | 13 | -2.4* | · | 2.8
CCCS(=O)(=O)c1c(S(=O)(=O)CCC)c2cc(CC)ccn2c1C(=O)OC | 6 | -1.2 | 0.8 | 0.18 | 15 | 17 | -0.41 | -13 | 0.0

Nothing new here: 3 of the compounds above.
smiles | 5-HT1A blocker | S1P3 ag | 5HT1a ag | M1 antagonist | Jurkat viability | 5HT1E antag | M1 ag | S1P1 ag pot | 5HT1E ag
Cc1ccnc(NS(=O)(=O)c2ccc(NC(=O)C3CCCCC3)cc2)n1 | -7 | -0.7 | 2.5 | -0.49 | -1 | -2 | 0.15 | -11 | 0.1
COC(=O)[C@H](C)NC(=O)Nc1ccc(C)c(C)c1 | 0 | 0.8 | -2.7 | -0.49 | 0 | -16 | -0.53 | -8 | 1.0
Cc1ccc(S(=O)(=O)c2cc3c(=O)n4ccccc4nc3n(Cc3ccco3)c2=N)cc1 | -2 | · | 7.6 | 0.052 | · | 13 | -2.4* | · | 2.8

A second format for part of the listing above:
The line under a structure holds: 5-HT1A blocker | S1P3 ag | 5HT1a ag | M1 antagonist | Jurkat viability | 5HT1E antag | M1 ag | S1P1 ag pot | 5HT1E ag
- O=C(COC(=O)c1ccccc1Oc1ccccc1)NC1CCS(=O)(=O)C1 (configuration not stated)
→ -14 | 0.8 | 0.3 | -1.5* | -7 | 4 | 0.053 | 10 | -0.3
- COc1ccc(CN2CCN(C(=O)c3ccco3)CC2)cc1OCc1ccccc1
→ -13 | -1.0 | -4.4 | -0.6 | 8 | 1 | 0.42 | -14 | -0.6
